# HepG2 tox: HepG2 cytotoxicity, counter-screen for TGF-b inhibitors | Potency, µM (titrated, usually from 46.1 µM), for the others: at the top dose activity change, negative = cytotoxicity, usual class: cytotoxic | 410,000 tested, 0.76% active | AID 588856 | HepG2 CAGA-GFP viability, ATP luminescence, 18 h; also: some results filed as inactive show a strong effect at the top dose
#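 HepG2 CAGA-GFP cells (1000/well, DMEM with 1% FBS) received compound, then TGF-beta at 500 pg/mL final, and were incubated 18 hours at 37 degrees C. Viability was read by CellTiter-Glo luminescence. Media-only wells were set as complete cell-killing and DMSO as no toxicity.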
# A549 tox: A549 cytotoxicity, counter-screen for Nrf2 inhibitors; 390,000 tested, 0.16% active; Potency, µM (doses to about 46 µM), without a hit: top-dose activity change, negative = cytotoxicity, usual class: inhibitors; A549 ARE-Fluc cells, CellTiter-Fluor viability, 18-24 h; also: % is scaled to controls: 0 for no effect and ±100 for the full control effect
#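 A549 ARE-Fluc cells in 5% FBS OPTI-MEM, 5000 cells/well, rested 2 h then exposed to compounds in concentration-response for 18-24 h at 37 °C. Viability by CellTiter-Fluor fluorescence (Ex 405/Em 525) after 30 min; luciferase luminescence (BugLite, 15 min, RT) read afterwards.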
# ATXN2 expr inh: ATXN2 expression inhibition; HEK-293 ATXN2-luciferase reporter, luminescence, 24 h; Potency, µM (titrated, usually from 57 µM), for the others: at the top dose activity change, negative = inhibition, hits mostly inhibitors; 360,000 tested, 0.72% active; AID 1745845; also: % is scaled to controls: 0 for no effect and ±100 for the full control effect; nearly all actives have a fitted effect of over 55% in size
#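 ATXN2-luciferase reporter cells (luciferase flanked by upstream and downstream ATXN2 gene portions) were treated 24 h at 37 °C with compounds at up to 57 uM. SteadyGlo luminescence gave expression; GF-AFC fluorescence gave viability.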
# EPAC2 antagonist: EPAC2 (human) antagonism; EPAC2 GEF exchange of Rap1B-BODIPY-GDP, fluorescence; Q8WZA2; 360,000 tested, 0.18% active; Potency, µM (series often up to 114 µM), for the others: at the highest dose activity, negative = inhibition, hits mostly inhibitors; AID 720708; also: % is scaled to controls: 0 for no effect and ±100 for the full control effect; nearly all actives have a fitted effect of over 45% in size; many of its hits are not listed in these tables
# Target sequence (Q8WZA2 whole entry, looked up): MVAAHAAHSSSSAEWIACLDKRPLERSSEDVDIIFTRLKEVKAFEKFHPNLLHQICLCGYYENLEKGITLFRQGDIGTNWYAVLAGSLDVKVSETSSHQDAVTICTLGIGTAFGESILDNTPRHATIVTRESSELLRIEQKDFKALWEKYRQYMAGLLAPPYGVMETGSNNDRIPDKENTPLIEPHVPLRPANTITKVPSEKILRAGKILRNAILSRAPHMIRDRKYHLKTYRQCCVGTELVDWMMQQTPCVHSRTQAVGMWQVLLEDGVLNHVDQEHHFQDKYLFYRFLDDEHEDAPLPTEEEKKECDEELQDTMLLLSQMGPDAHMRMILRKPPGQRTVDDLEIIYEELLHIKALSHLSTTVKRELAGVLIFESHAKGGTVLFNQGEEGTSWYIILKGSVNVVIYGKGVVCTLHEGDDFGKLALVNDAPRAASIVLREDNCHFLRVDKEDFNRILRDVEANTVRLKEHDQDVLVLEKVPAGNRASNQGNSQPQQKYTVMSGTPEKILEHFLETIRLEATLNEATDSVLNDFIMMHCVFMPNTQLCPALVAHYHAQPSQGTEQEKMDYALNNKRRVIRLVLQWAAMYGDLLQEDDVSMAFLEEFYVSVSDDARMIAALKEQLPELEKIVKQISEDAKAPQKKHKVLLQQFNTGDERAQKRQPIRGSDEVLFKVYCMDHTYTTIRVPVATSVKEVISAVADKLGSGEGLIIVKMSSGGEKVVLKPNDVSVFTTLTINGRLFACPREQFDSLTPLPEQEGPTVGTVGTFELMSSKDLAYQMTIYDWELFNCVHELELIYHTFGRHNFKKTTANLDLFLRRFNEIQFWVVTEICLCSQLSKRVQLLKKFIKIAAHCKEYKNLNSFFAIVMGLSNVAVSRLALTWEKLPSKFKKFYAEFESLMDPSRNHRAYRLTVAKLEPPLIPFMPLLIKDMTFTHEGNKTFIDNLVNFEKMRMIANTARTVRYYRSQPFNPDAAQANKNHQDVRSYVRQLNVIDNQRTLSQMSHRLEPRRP
# TGFb SMAD3 inh: TGF-b pathway inhibition; Potency, µM (highest dose often 46.1 µM), for the others: at the highest dose activity, negative = inhibition, most hits filed as inhibitors; HepG2 CAGA-GFP TGF-b/SMAD3 reporter, GFP fluorescence, 18 h; TGF-beta stimulated, 500 pg/mL final; AID 588855; 410,000 tested, 1.2% active; also: % is scaled to controls: 0 for no effect and ±100 for the full control effect; nearly all actives have a fitted effect of over 65% in size
#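 GFP signal (ex488/em500-530) from TGF-beta-stimulated HEPG2 CAGA-GFP cells, 500 pg/mL final, 18 h at 37 degrees C in DMEM plus 1% FBS, normalized to unstimulated and DMSO-stimulated controls.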
# S2 tox: viability counter-screen for ATXN expression inhibitors. S2 cells (HEK-293 line with an ATXN2-luciferase reporter) viability, CellTiter-Fluor protease fluorescence, 24 h. Potency, µM (top dose mostly 56.7 µM), usual class: cytotoxic. 400,000 tested, 0.49% active; also: nearly all actives have a fitted effect of over 40% in size
# Nrf2 inh: blocks Nrf2 signaling | AID 504444 | Potency, µM (top dose mostly 46 µM), inactives show at the highest dose activity change, negative = inhibition, actives largely listed as inhibitors | 360,000 tested, 2.1% active | A549 ARE-Fluc reporter, luciferase luminescence, 18-24 h; also: % is scaled to controls: 0 for no effect and ±100 for the full control effect; nearly all actives have a fitted effect of over 60% in size
#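 Concentration-response testing used A549 ARE_Fluc cells at 5000 cells/well. Following an 18-24 h compound incubation, viability was read by fluorescence (Ex 405/Em 525) and luciferase output by luminescence.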
# MCF10A rereplic: inducers of DNA re-replication in MCF 10A breast cells | MCF 10A DNA re-replication, Hoechst nuclear intensity, 48 h | Potency, µM (doses to about 46.1 µM), for inactives: at the top dose activity, positive = re-replication, usual class: activators | 350,000 tested, 2.9% active; also: % of control where 0% means no effect; nearly all actives have a fitted effect of over 50% in size
# Nrf2 ARE act: Nrf2 pathway activation | 410,000 tested, 0.31% active | AREc32 ARE-luciferase reporter (MCF7-derived line), luminescence, 24 h | AID 624171 | Potency, µM (highest dose often 46.1 µM), inactives show top-dose activation, usual class: activators; also: % of control where 0% means no effect; nearly all actives have a fitted effect of over 65% in size
#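 For detection, Steady-Glo was added and plates sat 30 min at RT; before that, AREc32_Fluc cells grown overnight in OPTI-MEM/5% FBS had been treated with 23 nL compound for 24 hr at 37 deg C.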
# An asterisk follows results filed as active; i = inactive; u = inconclusive; x = no result given; [ ] = dose if it differs, or a comment. Calls follow the shape of the dose curve; as a rule, active = well fitted curve in the direction sought with a large enough effect; inconclusive = small, poorly fitted or top-dose-only effect, or another doubt; inactive = no such curve, though single readings can be large; an effect the other way counts as inactive or inconclusive. Potency is read from the fitted curve at half-maximal effect.
Compound | HepG2 tox | A549 tox | ATXN2 expr inh | EPAC2 antagonist | TGFb SMAD3 inh | S2 tox | Nrf2 inh | MCF10A rereplic | Nrf2 ARE act
CCOC(=O)c1ccccc1NC(=O)COC(=O)C1CC(=O)N(c2ccc3c(c2)OCCO3)C1 (configuration not stated) | 5.6% | 0.3% | 8.4% | -8.9% | -4.5% | i | 17.6% | 0.3% | 0.1%
NC(=O)CSc1nnc(-c2ccccc2Br)n1-c1cccc(C(F)(F)F)c1 | -4.8% | -3.1% | -19.4% | -2.2% | 18.8% | i | 6.2% | 13.4% | -0.3%
Cc1ccc(C(=O)COC(=O)C(C)N2C(=O)C3C4CCC(C4)C3C2=O)cc1C (configuration not stated) | -18.1% | -1.0% | 0.9% | -6.2% | -21.6% | i | -8.1% | 0.6% | -0.4%
Cc1ccc(S(=O)(=O)c2nc(-c3ccc(F)cc3)oc2SCC(=O)c2ccccc2)cc1 | -13.2% | -23.9% | -14.9% | x | 35.0% | u | -23.6%[9.27 µM] | x | 4.8%
O=C(CC(c1ccccc1)c1ccccc1O)NCc1ccccc1Cl (configuration not stated) | -4.9% | 8.2% | -0.2% | -9.7% | 0.0% | i | 4.9% | 0.5% | 0.0%
COc1ccc(C=C2CCc3ccccc3C2=O)cc1 | -88.0% | x | 0.0% | u | u | i | x | x | 6.7%
NC(=O)c1ccsc1NC(=O)COC(=O)CCc1ccccc1 | 2.4% | x | x | 10.8% | 2.0% | i | x | x | -1.3%
COc1ccc(N=Nc2c(N)n[nH]c2N)cc1 | 2.1% | -29.6% | 11.1% | -18.5% | 0.4% | u | u | 3.8% | 1.5%
C=CCOC(=O)c1cc(-c2ccc(/C=C3\C(=O)NC(=O)C(C#N)=C3C)o2)ccc1Cl | -9.3% | 0.9% | 2.1% | u | -9.2% | i | 22.7% | u | -0.3%
CCOC(=O)/C=C/C(=O)OCC(=O)Nc1c(Cl)cccc1Cl | -41.0% | -0.4% | 14.7% | 2.1% | 0.7% | i | 23.0% | -0.7% | 15.9%
Cc1cccn2c(=O)cc(COc3cccc(NC(=O)COc4ccccc4)c3)nc12 | -6.4% | 13.6% | x | x | -15.7% | x | x | x | 0.3%
CN(C)CCN1CCN(C2CN(C3CCCCC3)S(=O)(=O)C2)CC1 (configuration not stated) | -19.5% | x | 2.5% | 6.3% | -9.9% | i | x | x | -0.1%
CCOc1ccccc1Nc1cc(C)nc2ccc(C)cc12 | -1.8% | u | -23.1% | 13.9% | u | i | u | u | 3.2%
COc1ccccc1CNCc1ccc2c(c1)OCO2 | -16.2% | x | x | -0.8% | -18.1% | u | x | x | -1.3%
CC(C(=O)Nc1cccnc1)c1ccc([N+](=O)[O-])cc1 (configuration not stated) | -0.7% | 0.2% | -7.3% | -3.1% | 1.8% | i | -3.5% | -3.0% | -0.4%
COc1cccc(NC(=O)CCSc2nc(-c3ccco3)cc(C(F)(F)F)n2)c1 | -11.2% | -4.6% | -19.2% | x | -17.2% | u | u | x | 0.1%
COc1ccccc1OCC(=O)Nc1ccc(C(=O)Nc2ccccc2C(=O)O)cc1 | 0.8% | x | x | -3.2% | -1.7% | i | x | x | -0.5%
COc1ccc2c(c1OC)C(=O)N1c3ccccc3C(=O)N(c3ccccc3)C21 (configuration not stated) | 2.3% | -10.6% | -17.6% | 2.4% | 17.8% | i | -21.7% | u | -0.5%
Cn1c(=O)c2[nH]c(C3CCCC3)nc2n(C)c1=O | -1.9% | -8.7% | -6.0% | -2.4% | 9.4% | i | 6.51µM* | -23.5% | 0.9%
Cc1ccc(-c2nc3c(Cl)cc(C(F)(F)F)cn3c2Cc2ccccc2)cc1 | -2.9% | x | 13.4% | -19.5% | -1.6% | i | x | x | 0.8%
CC1(C)CC(=O)c2c(S(C)(=O)=O)sc(Br)c2C1 | -0.9% | 7.4% | -35.4% | -3.8% | 0.0% | i | 10.0% | 9.9% | u
O=C1C=C(c2cnc3ccccc3c2)C[C@@H](c2ccc3c(c2)OCO3)C1 | -27.6% | 0.5% | u | -0.4% | -1.5% | u | 3.4% | u | 0.2%
CCOc1ccccc1NC(=O)C1CCN(S(=O)(=O)c2cccs2)CC1 | -5.2% | -1.9% | -4.5% | x | -18.5% | i | -2.7% | x | 0.3%
CC1(C)CC(=O)c2sc(NS(=O)(=O)c3ccc(Cl)cc3)nc2C1 | -9.7% | 2.3% | 3.5% | -17.2% | 5.8% | i | -19.1% | -17.9% | -0.4%
CC#CC(=O)N1CCC(CO)(CCc2ccccc2)CC1 | -5.0% | -3.7% | x | 1.1% | 3.7% | i | 3.0% | 3.5% | 0.4%
CC1(C)Cc2c(c(N3CCOCC3)nc3sc(C#N)c(N)c23)CS1 | -11.8% | 3.4% | 4.2% | 2.1% | 0.7% | i | 1.3% | -19.9% | 0.0%
CSCCOC(=O)COc1ccc(/C=N/NC(=O)c2c(Cl)cnn2C)cc1 | -27.3% | 0.4% | -20.8% | 4.3% | 5.7% | i | 12.3% | 3.1% | -1.2%
COCCN(C(=O)CC1C(=O)NCCN1CC(c1ccccc1)c1ccccc1)C(C)C (configuration not stated) | -9.9% | 0.6% | -6.7% | -3.5% | -7.3% | i | -10.9% | -6.4% | 0.0%
COc1ccc(NC(=O)N2CCNC(=O)C2CC(=O)Nc2ccc(F)cc2)cc1 (configuration not stated) | 1.7% | 3.1% | 0.8% | 5.7% | -3.5% | i | 2.0% | -4.5% | 0.2%
O=C(CSc1nnc(NC(=O)C2CCC2)s1)Nc1ccccc1F | -30.2% | -2.5% | -5.6% | 5.2% | 0.0% | i | -10.0% | -5.4% | 1.9%
Cc1oc2c(CN3CCCCC3)c(O)ccc2c(=O)c1-c1ccc(Br)cc1 | -20.9% | -1.0% | -8.3% | 7.0% | 4.1% | i | u | 18.3% | 0.1%
O=C(Nc1ccc2c(c1)C(=O)N(c1ccccc1)C2=O)C1CCCO1 (configuration not stated) | 11.2% | -5.1% | -3.7% | 5.8% | -11.4% | i | 7.0% | -2.3% | 0.2%
C=C1CCN(c2ccc(C(=O)NCCC)cc2[N+](=O)[O-])CC1 | -4.3% | -8.5% | 7.2% | -18.0% | u | i | -11.6% | -9.0% | 0.2%
O=C(CNCC1CCCO1)NCc1ccco1 (configuration not stated) | -4.0% | 0.3% | 2.3% | 17.8% | -2.4% | i | 26.7% | -1.5% | -0.9%
O=C(CN1C(=O)C2C3C=CC(C3)C2C1=O)Nc1ccc(C(=O)O)cc1 (configuration not stated) | -2.5% | -3.0% | 7.6% | 9.3% | 0.7% | i | -7.5% | 3.2% | -0.3%
COC(=O)c1cnc(SCC(=O)c2ccccc2)n1C | -11.3% | 0.1% | x | 4.0% | 19.0% | i | u | 0.7% | 1.7%
CCc1ccccc1N1C(=O)CN(Cc2cc(OC)c(OC)c(OC)c2)C1=S | -16.1% | 12.7% | 0.1% | -14.7% | -8.8% | i | 22.5% | 10.2% | -0.5%
CC(C)(C)NC1=NCCNC(c2ccccc2)=C1 | -59.4% | x | x | 7.2% | u | i | x | x | -0.1%
CCC(C)NC(=O)c1ccccc1NS(=O)(=O)c1ccc(OC)c(OC)c1 (configuration not stated) | -0.4% | 16.1% | 0.8% | 8.5% | 4.8% | i | x | -15.8% | -0.8%
CC(C)(CO)Nc1ncnc2onc(-c3ccc(F)cc3)c12 | 4.1% | -4.8% | -0.1% | -10.1% | 6.9% | i | -16.4% | 1.9% | 2.9%
Cc1cc(NC(C)c2ccccc2)n2ncc(-c3ccccc3)c2n1 (configuration not stated) | -23.7% | 3.2% | 115.2%[activator] | -7.5% | -6.8% | i | u | u | 2.8%
Nc1nc(=S)n(-c2ccccc2)[nH]1 | -16.8% | -5.1% | -2.5% | 8.4% | 2.8% | i | -0.4% | -6.6% | 3.1%
COc1ccc(C(=O)NN=C2CCCC2)c(OC)c1 | -6.5% | 2.8% | 33.1% | 3.4% | -1.0% | i | 7.3% | 1.5% | -0.1%
CCOC(=O)N1CCN(C(=O)CN(c2ccc(C)c(C)c2)S(=O)(=O)c2ccccc2)CC1 | 1.5% | 3.9% | 7.2% | 4.5% | -16.3% | i | -7.3% | 0.8% | 0.0%
Cc1ccc(CC2CC(=O)N(Cc3ccco3)C2=O)cc1 (configuration not stated) | -2.3% | -1.3% | -2.1% | -6.5%[57.1 µM] | 3.0% | i | 3.4% | 2.4% | 11.3%
CCOc1cc(C#N)ccc1OCC(=O)NNC(=O)CC1CCS(=O)(=O)C1 (configuration not stated) | 6.7% | 2.6% | 5.2% | 4.6% | 1.5% | i | 11.8% | 4.5% | 0.0%
CCc1nn(CC(=O)NCCc2ccc(Cl)cc2)c(=O)c2cc3ccccc3n12 | -5.0% | -1.9% | x | x | -13.0% | x | 2.1% | x | 3.3%
O=C(C[n+]1ccccc1)N/N=C/c1ccccc1F | 0.1% | -0.9% | -3.4% | 3.4% | 0.9% | i | 11.0% | 2.4% | -0.2%
O=C(Nc1cc(-c2nc3ccccc3o2)ccc1Cl)c1sc2c([N+](=O)[O-])cccc2c1Cl | 18.8% | 0.9% | 10.0% | x | 14.4% | i | 16.7% | x | 4.3%
O=C(Nc1cccc2cccnc12)c1cccc2c(Br)cccc12 | 13.5% | -3.1% | 8.2% | x | -11.1% | i | 9.2% | x | -0.8%

# Entries of single compounds as entered above. Values in the order: HepG2 tox | A549 tox | ATXN2 expr inh | EPAC2 antagonist | TGFb SMAD3 inh | S2 tox | Nrf2 inh | MCF10A rereplic | Nrf2 ARE act
# Record of CCC(C)NC(=O)c1ccccc1NS(=O)(=O)c1ccc(OC)c(OC)c1 (configuration not stated) : -0.4% | 16.1% | 0.8% | 8.5% | 4.8% | i | x | -15.8% | -0.8%
# Record of O=C(Nc1cc(-c2nc3ccccc3o2)ccc1Cl)c1sc2c([N+](=O)[O-])cccc2c1Cl : 18.8% | 0.9% | 10.0% | x | 14.4% | i | 16.7% | x | 4.3%
# Record of O=C(C[n+]1ccccc1)N/N=C/c1ccccc1F : 0.1% | -0.9% | -3.4% | 3.4% | 0.9% | i | 11.0% | 2.4% | -0.2%
# Record of Cc1ccc(CC2CC(=O)N(Cc3ccco3)C2=O)cc1 (configuration not stated) : -2.3% | -1.3% | -2.1% | -6.5%[57.1 µM] | 3.0% | i | 3.4% | 2.4% | 11.3%

# Only part of the results is shown. The share of hits here may be higher or lower than overall.
